CYP2C19 activ: activators of human cytochrome P450 2C19; activation factor at 5 µM; recombinant CYP2C19, luciferin-H EGE luminescence; active compounds read high; 0 = fully inhibited enzyme, 1 = untreated enzyme; AID 1025; P33261; 96,000 tested, under 10 active;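 active means activation factor of at least 2 at 5 µM in the primary screen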;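 further: 0 = wells with 2.5 mM tranylcypromine and 1 = vehicle-only wells; values of inactives mirror those of a sister screen read the other way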
CYP2C9 inhib: inhibitors of human CYP2C9 | CYP2C9 Supersomes, luciferin-H conversion, luminescence | inhibition, % at 5 µM | hit rate 20% among 96,000 | AID 777;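 active means blocking of liver enzyme CYP2C9 beyond about 50% at 5 µM, limit read from the data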; further: values of inactives mirror those of a sister screen read the other way
Target sequence (P11712 whole entry, looked up): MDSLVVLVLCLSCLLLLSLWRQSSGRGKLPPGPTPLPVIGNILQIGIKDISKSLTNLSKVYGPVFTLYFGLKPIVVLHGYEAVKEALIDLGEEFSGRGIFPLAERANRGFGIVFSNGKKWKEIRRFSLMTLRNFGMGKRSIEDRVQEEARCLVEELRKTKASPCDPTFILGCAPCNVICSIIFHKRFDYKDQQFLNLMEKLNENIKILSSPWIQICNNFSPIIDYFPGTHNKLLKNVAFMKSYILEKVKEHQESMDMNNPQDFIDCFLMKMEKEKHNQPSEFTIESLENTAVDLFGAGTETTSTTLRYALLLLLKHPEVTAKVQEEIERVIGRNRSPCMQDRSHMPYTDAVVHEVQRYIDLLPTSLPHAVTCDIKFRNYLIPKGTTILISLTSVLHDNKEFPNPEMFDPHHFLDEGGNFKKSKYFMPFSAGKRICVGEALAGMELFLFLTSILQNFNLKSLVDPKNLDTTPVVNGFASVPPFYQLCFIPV
HUVEC tox TNFa: toxic to HUVEC cells under TNF alpha stimulation | HUVEC TNFalpha-stimulated, Hoechst cell count, imaging | cell count reduction, % at 2 µM | hit rate 0.17% among 93,000 | AID 848;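 active means cell count reduction exceeding the screen mean by over 5 SD, scaled to untreated wells per plate, cut at about 78% in these data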;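 further: cells counted after 24 h of TNF alpha exposure following the 1 h pretreatment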
HUVEC tox IL1B: HUVEC cytotoxicity counter-screen, IL-1B stimulated; HUVEC cell count loss, Hoechst imaging; cell count reduction, % at 2 µM; hit rate 0.41% among 94,000;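 active means cell count reduction more than 3 SD above the screen-wide mean, cut at about 70% in these data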;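 further: normalized per plate to untreated control cells as the no-loss baseline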
CYP2C19 inhib: inhibitors of human CYP2C19 | CYP2C19 Supersomes, luciferin-H EGE luminescence, 30 min | inhibition, % at 5 µM | hit rate 21% among 96,000;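 active means CYP2C19 inhibition above a set limit at 5 µM in the primary screen, cut at about 50% in these data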;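 further: plate controls were negative control wells for no effect and 2.5 mM tranylcypromine positive control for full effect; values of inactives mirror those of a sister screen read the other way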
CYP2C9 act: increases human cytochrome P450 2C9 activity; P11712; recombinant CYP2C9, luciferin-H conversion, luminescence; active compounds read high; factor 1 = untreated enzyme, 0 = blocked; activation factor at 5 µM; hit rate 1.4% among 96,000; AID 1024;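 active means activation factor of 2 or more for CYP2C9 at a 5 µM dose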;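 further: 0 = sulfaphenazole-blocked wells and 1 = vehicle-only wells; values of inactives mirror those of a sister screen read the other way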
hDAT+cocaine: human DAT dopamine uptake with cocaine, either direction. LLC-PK1 hDAT cells, [14C]-dopamine uptake with cocaine IC80; actives deviate in either direction. B-score at 10 µM. hit rate 1.3% among 110,000. AID 449768;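 active means Z score or B-score, a plate-position-corrected score, falls beyond the plate's 99.7% confidence bounds, in either direction; inactive means both scores lie inside the 99.7% bounds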;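 further: scored against the spread of the other compound wells on the same plate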
Target sequence (Q01959 whole entry, looked up): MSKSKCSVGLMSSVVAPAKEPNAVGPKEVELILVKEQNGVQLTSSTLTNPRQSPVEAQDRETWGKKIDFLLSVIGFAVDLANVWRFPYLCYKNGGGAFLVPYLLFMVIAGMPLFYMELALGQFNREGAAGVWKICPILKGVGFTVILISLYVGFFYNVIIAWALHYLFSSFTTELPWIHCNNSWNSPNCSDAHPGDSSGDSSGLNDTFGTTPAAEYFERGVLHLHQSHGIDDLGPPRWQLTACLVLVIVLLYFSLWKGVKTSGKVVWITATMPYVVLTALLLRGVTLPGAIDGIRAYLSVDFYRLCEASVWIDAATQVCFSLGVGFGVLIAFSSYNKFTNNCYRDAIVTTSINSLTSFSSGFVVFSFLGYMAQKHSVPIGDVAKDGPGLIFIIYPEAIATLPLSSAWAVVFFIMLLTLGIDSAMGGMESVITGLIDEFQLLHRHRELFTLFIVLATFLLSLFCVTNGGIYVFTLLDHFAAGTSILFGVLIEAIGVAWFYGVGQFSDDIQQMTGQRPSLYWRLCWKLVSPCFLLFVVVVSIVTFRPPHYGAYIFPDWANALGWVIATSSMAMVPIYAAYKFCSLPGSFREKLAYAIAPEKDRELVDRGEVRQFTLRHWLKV
VCAM1 TNFa inh: reduces TNF alpha induced VCAM1 expression in HUVEC; inhibition, % at 2 µM; HUVEC TNFa-induced VCAM-1 immunofluorescence, high-content imaging; AID 802; hit rate 0.48% among 95,000;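 active means inhibition above the batch mean plus 3 SD, with images confirmed as a hit by eye, cut at about 37% in these data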;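 further: 0% = TNF-stimulated DMSO wells and 100% = unstimulated control wells; not every result past the cut was called active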
Candida biofilm: kills Candida albicans biofilms. C. albicans biofilm + clotrimazole, Alamar Blue. inhibition, % at 6 µM. hit rate 0.14% among 85,000;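 active means inhibition above 20%; inactive means inhibition below 20%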;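 further: preformed 24 hr biofilms exposed to compound for 48 hr; 0% = biofilm without compound and 100% = blank killed by clotrimazole plus chlorhexidine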
Numbers without * were called inactive; . = no result given.

SMILES	CYP2C19 activ	CYP2C9 inhib	HUVEC tox TNFa	HUVEC tox IL1B	CYP2C19 inhib	CYP2C9 act	hDAT+cocaine	VCAM1 TNFa inh	Candida biofilm
CC12CN3CC(C)(CN(C1)C3c1ccc(Cl)cc1Cl)C2=O (stereo unspecified)	0.8	48	-3	-51	20	0.5	-0.31	16	6
COC(=O)C1CCN(S(=O)(=O)c2ccc(NC(C)=O)cc2)CC1	0.8	-5	-23	-143	23	1	-0.06	-1	5
Cc1cccc(OCC(=O)NNC(=O)Nc2cccc(Cl)c2)c1C	1	-3	4	-24	2	1	-0.88	-10	.
Cc1ccc(NC(=O)COC(=O)Cn2c(C)csc2=O)cc1C	0.9	3	-21	-38	11	1	-1.2	10	4
Cc1cc(Cl)ccc1OCC(=O)OC(C)C(=O)N(C)C (stereo unspecified)	0.3	24	-8	0	69*	0.8	-0.76	4	-1
CCN1C(=O)CC(NCc2ccc3c(c2)OCO3)C1=O (stereo unspecified)	0.9	-1	7	4	7	1	-0.38	3	0
Cc1cc(NC(=O)c2cc(C3CC3)on2)n(-c2ccccc2)n1	0.8	13	-15	-19	24	0.9	-0.71	2	.
CC(=O)Nc1ccc(NC(=O)CN2CCN(c3cccc(C(F)(F)F)c3)CC2)cc1	0.9	17	-9	-24	14	0.8	-0.19	-13	.
Cc1ccc(-c2ccc(CCC(=O)O)n2C(C)C)cc1	0.9	26	-14	-36	12	0.7	-1.3	5	18
CC1(C)C(=O)OC(c2cccs2)C2(CCCCC2)C1=O (stereo unspecified)	0.7	13	-6	-7	29	0.9	-0.0038	10	0
CC(=O)c1ccc(OC(=O)c2ccc(Br)o2)cc1	1.1	-1	-10	29	-8	1	0.011	15	7
COC(=O)c1sc2nc(CN3CCOCC3)nc(N3CCOCC3)c2c1C	1	-3	.	.	1	1	0.75	.	10
CCOC(=O)CCP(=O)(O)C(O)(c1ccccc1)c1ccccc1	1	-3	14	-4	0	1	-0.59	2	3
CC(C)(C)c1ccc(-c2nnc(SCC(=O)O)n2N)cc1	1.1	0	.	.	-6	1	-0.8	.	4
COCCNC(=O)C(=O)NCCN1CCOCC1	.	.	-30	20	.	.	-0.024	-2	10
CC1CN(C(=O)/C=C/c2cccc([N+](=O)[O-])c2)CC(C)O1 (stereo unspecified)	.	.	-13	-1	.	.	-0.45	-5	.
COC(=O)[C@H](C)NC(=O)Nc1ccc(OC)c(OC)c1	1	-4	4	-117	-4	1	-0.15	7	5
CCCCOc1cc(=O)[nH]c(=O)[nH]1	1.2	-14	4	2	-17	1.1	-0.5	6	5
COc1ccc(CN/C(C)=C(/C#N)C(N)=O)cc1OC	0.9	6	-9	6	12	0.9	-0.23	-6	-6
N#CC1=C(N)C(C#N)(C#N)C(c2ccc[nH]2)C2CCCC=C12 (stereo unspecified)	0.8	32	-13	-21	21	0.7	0.67	-23	.
CCOc1cc(C)ccc1OCc1nnc(SCC(=O)c2cccc([N+](=O)[O-])c2)n1CC	1.1	2	-1	-13	-5	1	0.39	10	.
CCN(CC)S(=O)(=O)c1cc(C(=O)Nc2nncs2)c(Cl)cc1Cl	1	17	.	-7	0	0.8	0.64	2	-1
COc1cc(CCC(=O)OCC(=O)Nc2nc(C)c(Cl)cc2Cl)cc(OC)c1OC	0.8	-13	-22	2	20	1.1	0.18	-11	.
CSC(=NC#N)N1CCN(c2ccccc2)CC1	0.5	-4	-7	4	51*	1	1.1	3	.
Cn1c(CCNC(=O)c2ccco2)nc2cc(NC(=O)c3ccco3)ccc21	1	1	-47	-78	3	1	-1.3	-8	6
Additional entries follow.
SMILES	CYP2C19 activ	CYP2C9 inhib	HUVEC tox TNFa	HUVEC tox IL1B	CYP2C19 inhib	CYP2C9 act	hDAT+cocaine	VCAM1 TNFa inh	Candida biofilm
CC1CN(C(=O)c2ccc(C(=O)c3ccccc3)cc2)CC(C)O1 (stereo unspecified)	1.1	-7	-1	19	-9	1.1	0.36	16	11
CC(C)(C)C(=O)NC1(C(F)(F)F)N=C2SCCN2C1=O (stereo unspecified)	.	.	-22	0	.	.	-0.3	15	0
O=C(NCCNS(=O)(=O)c1ccccc1)c1cc(OCC(F)(F)F)ccc1OCC(F)(F)F	0.8	6	3	12	25	0.9	-0.7	-34	.
Cc1cccnc1NC(=O)Nc1cccc2ccccc12	0.7	-1	-18	2	28	1	0.94	-28	.
COc1cc(OC)cc(-c2nc(-c3ccccc3OC)no2)c1	.	.	-6	-35	.	.	1.1	2	5
COC(=O)C(C#N)C(c1cccnc1)c1c(C)[nH][nH]c1=O (stereo unspecified)	0.9	-8	.	-28	10	1.1	0.022	.	7
CN1/C(=C\C=C2\N=C(c3ccc(F)cc3)OC2=O)C(C)(C)c2ccccc21	0.5	65*	-17	-45	46	0.4	-0.95	-1	9
CCOC(=O)c1c(C)[nH]c(C)c1C(=O)COC(=O)[C@@H](NC(=O)c1ccccc1OCC)C(C)C	0	98*	-58	6	100*	0	1.5	-5	.
COc1ccc(C(=O)c2sc(Nc3ccccc3)c(C(=O)Nc3ccc(OC)c(OC)c3)c2N)cc1	0.9	19	2	-5	10	0.8	1	-18	.
NC(=O)c1ccc(N2CCCCC2)c(N2C(=O)C3CC=CCC3C2=O)c1 (stereo unspecified)	0.5	31	-1	13	50*	0.7	-1.5	2	4
CCC(NC(=O)Cn1cnc2c(=O)n(C)c(=O)n(C)c21)c1ccccc1 (stereo unspecified)	.	.	-10	-18	.	.	-0.96	18	3
O=C(NCC1CCCO1)c1ccccc1-c1nc(-c2ccc(F)cc2)no1 (stereo unspecified)	0.7	45	-2	-1	31	0.6	-0.5	1	5
O=C(c1cccs1)c1coc2ccc(O)cc12	0.6	25	-4	-6	37	0.7	-0.8	12	3
CCOC(=O)c1csc(NC(=O)c2ccc(S(=O)(=O)N3CCCC3)cc2)n1	1.1	-13	-19	10	-7	1.1	-2	14	11
CCCCNC(=O)C1CC(c2ccccc2[N+](=O)[O-])=NO1 (stereo unspecified)	0.7	-86	-48	-46	35	1.9	0.048	-2	.
COc1ccc(NC(=O)NCCN2CCN(c3cccc(Cl)c3)CC2)cc1	0.9	0	.	.	8	1	-0.22	.	13
O=C(CN1C(=O)c2ccccc2C1=O)OCN1C(=O)c2ccccc2C1=O	.	.	-2	30	.	.	.	-5	7
CC(C)[C@H](NC(=O)OC(C)(C)C)c1nnc(SCc2cccc(F)c2)o1	1	-2	-7	1	5	1	-0.16	-2	2
O=C(Nc1ccc(Cl)c(-c2nc3ccccc3[nH]2)c1)c1cccnc1	0.4	83*	19	-45	60*	0.2	1.5	3	.
CCn1c(=O)c(C(=O)NCCc2ccccc2)c(O)c2ccccc21	0.5	20	-5	-38	50*	0.8	0.27	20	10
COc1ccccc1-c1ccc(=O)n(CC(=O)Nc2ccc(C(=O)N3CCCC3)cc2)n1	0.9	-4	-1	-28	10	1	1.5	-15	6
Cc1cc(NC(=O)CSc2nc(-c3ccc(F)cc3)cs2)no1	0.9	-8	-31	-32	12	1.1	-0.44	-17	5
O=C(Nc1ccon1)c1ccccc1Cl	1	-11	-31	-3	-4	1.1	0.11	-3	-2
CCn1c(C)c(C(C)=O)c(N2CCN(c3cccc(Cl)c3)CC2)nc1=S	0.8	37	-11	-138	18	0.6	1.3	-9	4
CCCS(=O)(=O)N1CCCC(c2nc(-c3ccc(OC)cc3)no2)C1 (stereo unspecified)	0.7	82*	1	12	34	0.2	-0.66	11	0
New compounds follow:
SMILES	CYP2C19 activ	CYP2C9 inhib	HUVEC tox TNFa	HUVEC tox IL1B	CYP2C19 inhib	CYP2C9 act	hDAT+cocaine	VCAM1 TNFa inh	Candida biofilm
NC(=O)c1cccc2c1C(=O)N(C1CCCCC1)C2	1	0	-26	4	-5	1	-0.73	5	-10
c1csc(CSc2nnc3sc4ccccc4n23)c1	.	.	-8	33	.	.	-0.47	14	.
Cc1cc(C)n2nc(SCC(=O)N/N=C/c3cccc(Br)c3)nc2n1	1	0	0	-31	5	1	0.013	-10	.
Cc1cccc(-n2c(O)c(C=NCCCN3CCOCC3)c3ccccc3c2=O)c1	0.8	5	-26	24	16	0.9	0.86	14	5
Cc1ccc(-c2nnc(N3CCCCC3)c3ccccc23)cc1S(=O)(=O)N1CCN(C)CC1	0.9	58*	-14	-23	15	0.4	2.7	2	0
O=C(NC(C(=O)O)c1ccccc1)c1ccccc1 (stereo unspecified)	1	-2	-2	-14	0	1	0.19	8	4
Cn1c(=O)n(C)c2cc(CNc3ccc(N4CCOCC4)c(C(=O)O)c3)ccc21	1.2	-14	11	21	-19	1.1	-1.5	24	11
Cc1ccc(S(=O)(=O)N(CC(=O)Nc2cccc(N(C)S(C)(=O)=O)c2)c2ccc(Cl)c(Cl)c2)cc1	0.2	100*	-15	-36	80*	0	1.5	4	.
C=CCn1c(SCC(=O)Nc2ccccc2OC)nnc1-c1ccccn1	.	.	8	-6	.	.	0.088	-15	9
CCCC(=O)Nc1nc2ccc(NC(=O)c3cccnc3)cc2s1	0.8	28	-10	-12	16	0.7	-0.02	6	.
CCN(CC)CCOC(=O)C1(c2ccccc2)CCOCC1	1.2	-22	-18	-18	-18	1.2	0.0069	-2	7
O=C(CSc1nnc(CNC(=O)c2cccs2)o1)Nc1cccc(C(F)(F)F)c1	0.8	22	-9	15	25	0.8	0.21	6	.
CCN(C(=O)CSc1nnc(-c2ccccc2Cl)n1C1CCCC1)C1CCS(=O)(=O)C1 (stereo unspecified)	1	79*	-14	12	2	0.2	-0.17	-8	-2
O=C(CSc1nc(Nc2ccccc2)nc(N2CCOCC2)n1)Nc1ccc2c(c1)OCCO2	0.4	60*	-34	-19	61*	0.4	0.12	8	4
O=S(=O)(c1ccccc1)N1CCN(CC(O)COc2ccc3c(c2)CCC3)CC1 (stereo unspecified)	0.6	46	-14	7	36	0.5	0.079	6	-1
O=S(=O)(c1cccc(-c2nn3c(-c4ccncc4)nnc3s2)c1)N1CCOCC1	0.9	29	-9	-13	10	0.7	0.14	8	8
O=P(COc1ccccc1)(c1ccccc1)c1ccccc1	0.6	72*	-18	-6	45	0.3	0.6	-1	.
O=C(Nc1ccc(NC(=O)C2CC2)nc1)c1cccc(F)c1	0.9	8	.	26	8	0.9	-0.27	.	4
CCOc1ccccc1N1CCN(S(=O)(=O)c2ccc(F)c(F)c2)CC1	0.5	38	-33	-13	45	0.6	0.96	-4	4
CCC(=O)N1CCc2cc(Br)cc(S(=O)(=O)NCc3ccco3)c21	0.5	-7	.	.	53*	1.1	-0.23	.	4
CO/N=C/NC(=O)Cc1cn(-c2ncc(C(F)(F)F)cc2Cl)c2ccccc12	0.9	43	-10	-10	7	0.6	0.64	7	-2
CC(C)CCn1c(N2CCN(Cc3ccccc3)CC2)nc2c1c(=O)[nH]c(=O)n2C	0.2	76*	-12	-2	77*	0.2	.	15	6
O=C1C=C(O)CC(c2ccc(Cl)cc2)C1 (stereo unspecified)	0.9	11	-26	-3	6	0.9	-0.012	2	0
c1csc(CN2CCOCC2)c1	0.1	100*	11	13	94*	0	0.34	-2	-3
O=C(Nc1ncc2c(n1)-c1ccccc1OC2)c1ccc(Cl)cc1	0.9	25	-3	-6	13	0.7	-0.16	6	.

Three compounds from above, sorted by length of the SMILES, low to high.
SMILES	CYP2C19 activ	CYP2C9 inhib	HUVEC tox TNFa	HUVEC tox IL1B	CYP2C19 inhib	CYP2C9 act	hDAT+cocaine	VCAM1 TNFa inh	Candida biofilm
O=C(Nc1ccc(NC(=O)C2CC2)nc1)c1cccc(F)c1	0.9	8	.	26	8	0.9	-0.27	.	4
CCC(=O)N1CCc2cc(Br)cc(S(=O)(=O)NCc3ccco3)c21	0.5	-7	.	.	53*	1.1	-0.23	.	4
O=S(=O)(c1cccc(-c2nn3c(-c4ccncc4)nnc3s2)c1)N1CCOCC1	0.9	29	-9	-13	10	0.7	0.14	8	8

Screening data deposited in PubChem BioAssay by several laboratories.

Hits appear at their usual frequency; about 29% have a hit in one of these screens.
